# S3 lipid droplet = qHTS Assay for Lipid Storage Modulators in Drosophila S3 Cells; AID 2685, 2010; Drosophila S3 cells, BODIPY lipid droplet fluorescence, 18-24 h; cells fed with added oleic acid; Potency in µM for hits, for the others lipid storage change, negative = inhibition, % at the top dose, mostly 46.1 µM; 320,000 tested, 0.64% active; active = well fitted inhibition curve with a large enough effect in the signal ratio, with a control signal flat, not every such curve was filed as active; inconclusive = small, poorly fitted or top-dose-only effect, or effect the other way, or a change in a side signal; the % refers to the signal ratio
#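 Drosophila S3 cells got compounds at several concentrations plus oleic acid (400 uM solution). Laser-scanning cytometry with 488 nm excitation read lipid droplets at 500-530 nm and cells at 575-640 nm. Percent activity was relative to 20 uM Triacsin C.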
# S3 lipid droplet cell count max = second read-out of S3 lipid droplet, no call of its own (marks repeat the call); cell number change, %; measured here: cell count max response;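 cells counted by Cell Tracker Red CMTPX staining in the red channel; peak over a dose series mostly up to 46.1 µM; percent activity relative to internal control wells on each plate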
# The depositor's hits bear a star; i = inactive; ? = inconclusive; nt = not tested or not shown; [ ] = remark or other dose. % is set by controls: 0 for no effect and ±100 for the full control effect; potency is the fitted concentration of half-maximal effect. An excerpt; the hit share may differ from the screen's.
SMILES,S3 lipid droplet,S3 lipid droplet cell count max
Cc1ccc(S(=O)(=O)NCc2cccnc2)c(C)c1,?,nt
Cc1ccc(NC(=O)c2cccc(S(=O)(=O)N3CCc4ccccc4C3)c2)nc1,i,-19.7
COc1ccc(Cl)cc1NC(=O)[C@@]1(CC(=O)O)CC(/C=C/c2ccccc2)=NO1,9.3%,4.0
Oc1ccccc1-c1n[nH]c(=S)n1Cc1ccco1,i,-2.5
Cn1ccc2ccc(C3=CC(=O)C[C@H](c4ccc(F)cc4)C3)cc21,?,nt
CCc1nnc(NC(=O)C2CCCN(C(=O)c3ccc(Cl)cc3)C2)s1 (stereo not given),?,nt
CCOC(=O)N1CCC(=NNc2nc3ccccc3s2)CC1,2.6%,nt
CCCNc1ccc(S(=O)(=O)N(C(C)C)C(C)C)cn1,?,nt
CC1C(=O)N2CCCc3cc(NC(=O)C(=O)NCCc4ccc(F)cc4)cc1c32 (stereo not given),i,nt
N=c1c(C(=O)NCc2ccc(F)cc2)cc2c(=O)n3ccccc3nc2n1CCCN1CCOCC1,?,nt
CCCn1c(SCC#N)nc2c(c1=O)C1(CCCC1)Cc1ccccc1-2,?,nt
Cc1ccc(NC(=O)c2ccc3nc[nH]c3c2)nc1,?,nt
COc1ccc(CNC(=O)C(c2cccc(C)c2)N(C(=O)c2csnn2)C2CC2)cc1 (stereo not given),2.06µM*,16.2*
Cc1csc(=O)n1CC(=O)OCC(=O)NNC(=O)c1ccc(Cl)cc1,i,-9.5
CN1CCN(C2=Nc3cc(Cl)ccc3Nc3ccccc32)CC1,-0.8%,0.9
CC(C)CCNC(=O)C(c1ccc(O)cc1)N(Cc1ccco1)C(=O)CCC(=O)Nc1nccs1 (stereo not given),?,nt
Cc1ccc(N2CC(c3nc4ccccc4[nH]3)CC2=O)c(C)c1 (stereo not given),-5.4%,2.8
COc1ccc(/C=N/NC(=O)c2cccc([N+](=O)[O-])c2)cc1OC,-1.3%,-0.2
CSC1=N/C(=C\c2ccc(C)o2)C(=O)S1,i,-13.9
O=C(CSc1ncccc1C(=O)O)c1cccc(C(F)(F)F)c1,?,nt
O=C(Nc1ccccc1N1CCCC1)C1CC(=O)N(Cc2ccccc2)C1 (stereo not given),?,nt
NS(=O)(=O)c1ccc(CCNC(=O)CN2CCN(Cc3cccc4ccccc34)CC2)cc1,i,-23.7
CC1=NN(c2cccc(C(=O)O)c2)C(=O)/C1=C\C=C/c1ccccc1,?,nt
COCCCN(Cc1cccs1)S(=O)(=O)c1c[nH]c(C(=O)OC)c1,?,nt
CC1CCCN(C(=O)CCS(=O)(=O)c2ccc3c(c2)NC(=O)C(C)S3)C1 (stereo not given),i,-0.9
CCOC(=O)C1CCN(S(=O)(=O)c2cc(C(=O)OC)n(C)c2)CC1,-12.5%,-6.9
NC(=O)c1c(NC(=O)c2cnccn2)sc2c1CCCC2,14.9%,nt
COCCCNC(=S)N(Cc1ccccc1)Cc1nc2ccccc2c(=O)[nH]1,?,nt
CC1CCCN(S(=O)(=O)c2ccc(Br)s2)C1 (stereo not given),-0.4%,5.0
NS(=O)(=O)c1ccc(NC(=S)N2CCN(c3ccccc3Cl)CC2)cc1,?,nt
O=C(COC(=O)/C=C/c1ccc(F)cc1)Nc1cc(C(F)(F)F)ccc1N1CCOCC1,10.5%,8.9
Brc1cc2c(cc1COc1ccc(-c3nn[nH]n3)cc1)OCO2,-0.4%,-6.2
N#C/C(=N\Nc1ccc(S(=O)(=O)N2CCCCCC2)cc1)C(N)=S,-25.8%,-20.4
CCn1c(=O)cc(SCC(=O)N2CCN(Cc3ccc4c(c3)OCO4)CC2)c2ccccc21,9.3%,-0.4
CCCCCCC(C)n1[nH]c(=O)c2c(C)cc(C)nc21 (stereo not given),9.0%,-21.6
COc1ccccc1N1CCN(C2CCCN(C(=O)c3cc(C4CC4)on3)C2)CC1 (stereo not given),?,nt
COc1ccccc1N(CC(=O)NC1CCCCC1)C(=O)c1csnn1,-7.5%,-13.3
CCOC(=O)c1c(NC(=S)NNS(=O)(=O)c2ccc(Br)cc2)sc2c1CCCCC2,?,nt
CCCCc1cc(=O)oc2cc(OCc3cc(OC)c(OC)c(OC)c3)c(Cl)cc12,i,nt
COc1ccccc1N=c1oc2cc(O)ccc2cc1C(=O)NCC1CCCO1 (stereo not given),i,-0.8

# Profiles, quoted from the list. Order of values: S3 lipid droplet | S3 lipid droplet cell count max
# Cc1ccc(NC(=O)c2ccc3nc[nH]c3c2)nc1 across the screens: ? | nt
# CCc1nnc(NC(=O)C2CCCN(C(=O)c3ccc(Cl)cc3)C2)s1 (stereo not given) across the screens: ? | nt

# The list continues:
SMILES,S3 lipid droplet,S3 lipid droplet cell count max
O=C(NNc1c2ccccc2nc2ccccc12)C(O)c1ccccc1 (stereo not given),?,nt
CC1CCN(C(=O)NC(=O)c2ccccc2)CC1,?,nt
O=C(NCc1ccco1)C(=O)NCC1OCCN1S(=O)(=O)c1ccccc1 (stereo not given),0.0%,7.2
Cc1ccc(-n2c(=O)[nH]cc(C(=O)N3CCc4ccccc43)c2=O)cc1C,7.6%,2.4
COc1ccc(C(=O)Nc2ccc(N3CCN(C)CC3)cc2)cc1OC,?,nt
C/C(N)=C(/C#N)C(=O)COC(=O)CC12CC3CC(CC(C3)C1)C2,?,nt
C=CCN=c1scc(-c2ccc3c(c2)NC(=O)CO3)n1/N=C(\C)c1ccccn1,?,nt
COc1cccc(C(=O)Nc2cccnc2)c1OC,-8.2%,8.7
Cc1ccc2c(C)c(C(=O)NCc3ccc(S(N)(=O)=O)cc3)oc2c1C,-19.6%,16.1
O=C(COC(=O)C1COc2ccccc2O1)Nc1ccc2c(c1)CCC2 (stereo not given),?,nt
Cc1cc(C)cc(NC(=O)Cn2cnc3c(nnn3Cc3ccc(F)cc3)c2=O)c1,i[9.22 µM],nt
CC(=O)c1c(Nc2cccc(F)c2)oc(C)cc1=O,?,nt
COc1cccc(NC(=O)CN(C)C(=O)Cc2ccc3c(c2)OCCO3)c1,?,nt
COc1ccc(CCC(C)N2CCOCC2)cc1 (stereo not given),14.8%,13.5
CCOC(=O)C1=C(COC(=O)CCOc2cc(C)ccc2C)NC(=O)NC1C (stereo not given),13.8%,8.1
COc1ccc(S(=O)(=O)N(C)CC(=O)NCc2ccco2)cc1Cl,?,nt
COc1ccc(Br)cc1CN(C)CC(=O)NCCc1ccccc1,?,nt
O=C(O)CSc1nc2ccc(C(=O)c3ccccc3)cc2[nH]1,?,nt
CC(CN1CCCCC1)OC(=O)C(C)(c1ccccc1)c1ccccc1 (stereo not given),?,nt
CC(CCc1ccccc1)NC(=O)COC(=O)C1CCC(C(C)(C)C)CC1 (stereo not given),?,nt

# In the list so far, four have a COOH group.
SMILES,S3 lipid droplet,S3 lipid droplet cell count max
COc1ccc(Cl)cc1NC(=O)[C@@]1(CC(=O)O)CC(/C=C/c2ccccc2)=NO1,9.3%,4.0
O=C(CSc1ncccc1C(=O)O)c1cccc(C(F)(F)F)c1,?,nt
CC1=NN(c2cccc(C(=O)O)c2)C(=O)/C1=C\C=C/c1ccccc1,?,nt
O=C(O)CSc1nc2ccc(C(=O)c3ccccc3)cc2[nH]1,?,nt

# Additional entries follow.
SMILES,S3 lipid droplet,S3 lipid droplet cell count max
Clc1ccccc1Nc1nc(-c2ccncc2)nc2ccccc12,i,8.3
Cc1cc(N/N=C/c2ccc(F)cc2)nc(NCc2ccccc2)n1,?,nt
O=C1C=C(N2CCCCC2)C2(CCCCC2)O1,-13.4%,19.1
COc1ccc(OC)c(NS(=O)(=O)c2ccc(N3CCCC3=O)cc2)c1,-14.0%,-6.5
COc1ccc2[nH]c(=O)c(CN(C(=O)C3CCCO3)c3ccc(C)c(C)c3)cc2c1 (stereo not given),?,nt
CCOC(=O)c1c(NC(=O)Cn2nc(C(F)(F)F)cc2C)sc2c1CCC2,?,nt
NS(=O)(=O)c1ccc(CCNC(=O)C2CCCN2S(=O)(=O)c2cccc3nsnc23)cc1 (stereo not given),?,nt
COc1ccc([C@H]2CC(=O)C=C(/C=C/c3ccccc3)C2)cc1OC,?,nt
COc1cccc(NC(=O)CN(C)C(=O)CCCNC(=O)c2ccc(Cl)cc2)c1,?,nt
Cc1cc(C(=O)Cn2nc(C(=O)O)c3ccccc3c2=O)c(C)n1CCc1ccc(Cl)cc1,i,nt
Nc1ccccc1N1CCN(C(=O)c2ccccc2)CC1,6.6%,11.3
Cc1cccc(NC(=O)CCCSc2nc3ccccc3[nH]2)c1,?,nt
COc1ccc(CCNCc2ccccc2N2CCCC2)cc1,24.5%,11.6
Cc1nc(SCC(=O)NCC(F)(F)F)c2c(-c3cccs3)csc2n1,15.9%,-1.1
CC(C)c1nnc(NC(=O)CCC(=O)N2CCN(c3ccc(Cl)cc3)CC2)s1,i,9.7
O=C(Nc1cc(S(=O)(=O)N2CCOCC2)ccc1N1CCOCC1)c1cc(=O)[nH]c2ccccc12,-13.7%,-14.5
CCOC(=O)c1ccc(N2C(=O)CC(N3CCN(C(=O)c4ccco4)CC3)C2=O)cc1 (stereo not given),?,nt
CCN(CC)C(=O)CSc1nc2c(sc(=S)n2-c2ccc(C)cc2C)c(=O)[nH]1,-9.9%,6.3
C/C(CC(=O)NCc1ccccc1Cl)=N/NC(=O)c1ccccn1,?,nt
C[N+]1(CC#CC(O)(c2ccccc2)c2ccccc2)CCCC1,?,nt
COc1ccccc1CNC(=O)CCC(=O)Nc1nnc(C)s1,?,nt
O=C(Cn1c(=O)c2c(ncn2Cc2ccccc2)n(Cc2ccccc2)c1=O)N1CCCC1,-6.2%,-1.8
CCC(CC)C(=O)c1c[nH]c(C(=O)OC)c1,1.4%,28.7
N#C/C(=C\Nc1ccc(F)c(Cl)c1)S(=O)(=O)c1ccccn1,?,nt
Cc1ccc(-n2c(Cc3cccs3)nnc2SCC(N)=O)cc1,?,nt
Cc1ccccc1C(=O)NC1CCN(Cc2nnnn2Cc2ccccc2)CC1,?,nt
CN1CCN(c2ccc(CNC(=O)c3ccco3)cc2)CC1,-8.5%,4.2
C=Cn1cc[n+](CC(=O)c2ccc(Br)cc2)c1,?,nt
CN1CCC(=NNC(=O)CN(c2cccc(Cl)c2)S(C)(=O)=O)CC1,?,nt
COc1ccc(C2=NN(C(=O)CSc3nnc(C)c(=O)n3N)C(c3ccco3)C2)cc1 (stereo not given),?,nt
Cc1ccoc1C(=O)N1CCN(C(=O)c2occc2C)CC1,?,nt
CCC12CN3CC(CC)(CN(C1)C3c1ccc([N+](=O)[O-])o1)C2=O (stereo not given),2.5%,4.8
Cc1ccc(-c2nn(-c3ccccc3)cc2/C=C2\SC(=S)N(CC(=O)O)C2=O)cc1,-0.7%,-5.3
CC(=O)c1cccc(NC(=O)c2cc(=O)c3ccccc3o2)c1,-2.9%,-7.5
Cc1ccccc1-n1cc(CNC(=O)C2CCC(=O)N(C3CC3)C2)cn1 (stereo not given),?,nt
O=C(CCNC(=O)c1ccco1)Nc1ccc(OC(F)F)c(Cl)c1,?,nt
Cc1cc(C(C)(C)C)cc(C)c1C(=O)O,?,nt
Cc1ccc(NS(=O)(=O)c2ccc(CCC(=O)NC3CC3)cc2)cc1,?,nt
O=C(NC1CCCCC1)c1ccc(CS(=O)(=O)Cc2ccccc2F)o1,3.4%,-13.3
COc1ccc(Nc2nccc(-c3ccc(C#N)cc3)n2)cc1,?,nt
CCC(NC(=O)C1CCC1)c1ccccc1 (stereo not given),14.4%,-1.6
CCC(=O)NNC(=O)CSc1nnc(-c2ccccc2)c(-c2ccccc2)n1,-6.9%,19.7
COc1ccccc1CNCC(=O)Nc1ccc(N(C)C)cc1,?,nt
CCn1nc(NC(=O)CC(C)C)c2cc3ccc(C)cc3nc21,-13.3%,-19.4
O=C(NCCn1cccn1)C1CCC(=O)N(CCc2ccc(Cl)cc2)C1 (stereo not given),i,nt
CC(Sc1nc(-c2ccccc2)cc(=O)[nH]1)C(=O)O (stereo not given),?,nt
CC(C)(C)OC(=O)NCCCCCNC(=O)c1[nH]cnc1C(=O)N[C@@H](Cc1ccccc1)C(=O)OCc1ccccc1,?,nt
COC(=O)c1ccc(NC(=O)Nc2ccc3c(c2)nc(C)n3C)cc1,3.1%,18.1
COc1cc(S(=O)(=O)n2cnc3ccccc32)ccc1Br,i,14.4
O=C1C(=Cc2ccc(Br)o2)C(=O)c2ccccc21,6.7%,-1.1
N#CCSc1ccccc1NC(=O)CN1C(=O)C2CC=CCC2C1=O (stereo not given),?,nt
CCN(CC)c1ccc(C=Nc2ccccc2)c(O)c1,7.2%,12.1
COc1ccc(C2=NN(C(C#N)c3ccc(OC)cc3)C(c3ccccc3)C2)cc1 (stereo not given),15.4%,-2.4
Cc1ccc2nsnc2c1S(=O)(=O)N(CCO)Cc1cc2cc3c(cc2[nH]c1=O)OCCO3,?,nt
COc1cc(OC)c(OC)cc1CN(C)CC1CCCN(CCc2ccccc2F)C1 (stereo not given),i,7.4
CCOC(=O)Nc1ccc(C(=O)/C=C/c2ccccc2)cc1,9.4%,-9.5
S=c1[nH]nc2nnc3ccccc3n12,?,nt
CCCCOc1ccc(C(=O)N=c2sccn2C)cc1OC,-21.4%,-1.2
O=C(c1ccccc1Oc1ccccc1)N1CCN(c2ccccc2F)CC1,?,nt

# Part of the list above, as tab-separated lines:
canonical_smiles	S3 lipid droplet	S3 lipid droplet cell count max
CCC(NC(=O)C1CCC1)c1ccccc1 (stereo not given)	14.4%	-1.6
CCC(=O)NNC(=O)CSc1nnc(-c2ccccc2)c(-c2ccccc2)n1	-6.9%	19.7

# Screening results (PubChem)
